IL2 activator: IL-2 activation. 0.065% of 360,000 active. IL-2 activation reporter assay, cell-based qHTS; stimulated with anti-CD3/CD4/CD28 beads; in transgenic mouse T cells. AID 652025. activation, % (series mostly up to about 46 µM); in the data active = activation above about 50%; inconclusive = mostly about 30% to 49%; also: 0% is about no effect
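First, unstimulated transgenic mouse T cells were exposed to compound for 60 min. Next, anti-CD3/anti-CD4-coated beads with anti-CD28 were added. Finally, after 18 h at 37 degrees C, EGFP and DsRed were imaged.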
GLP-1R agonist: GLP-1 receptor (human) agonism. P43220. HEK293 GLP-1R CRE-luciferase, luminescence, 4-6 h; cells express a hypersensitive GLP-1R form. Potency, µM (top dose mostly 45.6 µM), without a hit: top-dose activation, hits mostly activators. 0.007% of 380,000 active; also: potency is read from the fitted curve at half-maximal effect; % of control where 0% means no effect
WRN inhibitor: blocks human WRN helicase; WRN helicase unwinding, fluorescent forked duplex, kinetic; Potency, µM (doses to about 114 µM), for inactives: at the top dose activity change, negative = inhibition, most hits filed as inhibitors; 0.46% of 360,000 active; AID 651768; also: potency is read from the fitted curve at half-maximal effect; % is scaled to controls: 0 for no effect and ±100 for the full control effect; nearly all actives have a fitted effect of over 55% in size
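WRN at 20 nM final preincubated with compound 15 min at room temperature; reaction started with 100 nM fluorophore/quencher forked duplex oligonucleotide and 2 mM ATP final. Unwinding followed kinetically by red fluorescence (ex 525, em 598 nm).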
GLP1R inv ag: acts as inverse agonist at human GLP-1 receptor. 1.6% of 410,000 active. AID 624417. P43220. HEK293 GLP-1R CRE-luciferase, luminescence, 24 h; GLP-1R form is constitutively active. Potency, µM (series often up to 38.3 µM), inactives show at the highest dose activity change, negative = inhibition, usual class: inhibitors; also: potency is read from the fitted curve at half-maximal effect; % is scaled to controls: 0 for no effect and ±100 for the full control effect; nearly all actives have a fitted effect of over 55% in size
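qHTS in 1536-well format: reporter HEK293 cells expressing constitutive GLP-1R activity in DMEM + 10% Nu serum, 24 hr with compounds at 37 deg C, luminescence read after 12 min with detection reagent.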
PLK1 PBD inh: PLK1 (human) polo-box domain binding inhibition | Potency, µM, inactives show max response, negative = inhibition, hits mostly inhibitors | 2.8% of 360,000 active | Plk1 PBD binding of FITC phosphopeptide, fluorescence polarization | P53350; also: potency is read from the fitted curve at half-maximal effect; series mostly up to about 57 µM; % is scaled to controls: 0 for no effect and ±100 for the full control effect; nearly all actives have a fitted effect of over 65% in size
Target sequence (P53350 whole entry, looked up, the tested form may be a part): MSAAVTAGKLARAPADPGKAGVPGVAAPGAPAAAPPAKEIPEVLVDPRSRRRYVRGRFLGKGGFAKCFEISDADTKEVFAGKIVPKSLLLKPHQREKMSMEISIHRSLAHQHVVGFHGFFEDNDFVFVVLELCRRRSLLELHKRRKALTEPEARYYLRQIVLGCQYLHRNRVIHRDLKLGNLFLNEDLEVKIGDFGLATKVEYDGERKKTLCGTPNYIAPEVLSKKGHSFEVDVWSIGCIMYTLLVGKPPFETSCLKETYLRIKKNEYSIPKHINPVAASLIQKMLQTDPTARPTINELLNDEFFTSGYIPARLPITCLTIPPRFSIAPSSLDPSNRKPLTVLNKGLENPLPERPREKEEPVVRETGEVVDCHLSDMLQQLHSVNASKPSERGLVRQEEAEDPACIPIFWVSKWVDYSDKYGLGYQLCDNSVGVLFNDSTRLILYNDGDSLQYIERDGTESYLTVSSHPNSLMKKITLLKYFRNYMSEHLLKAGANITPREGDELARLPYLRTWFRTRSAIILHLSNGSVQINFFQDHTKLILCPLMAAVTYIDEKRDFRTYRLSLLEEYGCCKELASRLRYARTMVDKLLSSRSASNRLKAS
DRD3 agonist: D3 dopamine receptor (human) agonism; D3R DiscoveRx beta-arrestin cells, luminescence, 90 min; max activation, %; 0.58% of 410,000 active; AID 652048; in the data active = max activation above about 30%; also: 0% is about no effect; mostly tested at two doses, the higher about 12 µM
Target sequence (P35462 whole entry, looked up): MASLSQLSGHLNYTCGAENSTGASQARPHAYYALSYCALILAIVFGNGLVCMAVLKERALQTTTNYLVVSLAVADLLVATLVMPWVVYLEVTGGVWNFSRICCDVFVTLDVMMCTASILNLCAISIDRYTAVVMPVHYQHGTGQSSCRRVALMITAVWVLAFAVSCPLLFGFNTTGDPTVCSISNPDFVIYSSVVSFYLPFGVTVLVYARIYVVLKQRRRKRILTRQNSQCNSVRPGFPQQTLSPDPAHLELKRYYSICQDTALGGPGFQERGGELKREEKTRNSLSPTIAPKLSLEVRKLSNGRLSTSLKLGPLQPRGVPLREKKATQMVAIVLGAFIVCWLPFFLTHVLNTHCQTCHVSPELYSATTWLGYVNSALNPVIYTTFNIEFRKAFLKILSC
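Agonist-mode cell screen: cells plated at 1500/well and incubated overnight at 37 °C, then exposed to library compounds for 90 min at 37 °C. Detection reagent was added for 30–60 min at room temperature, and luminescence was read.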
PI5P4K alpha inh: blocks human PI5P4K alpha kinase activity; P48426; 1.2% of 330,000 active; PI5P4Kalpha enzyme, ADP-Glo luminescence, 60 min; stronger effect = lower value; AID 652105; max response, %; active = max response of -50% or lower; inconclusive = between -30% and -50%; inactive = -30% or higher; also: value at the top dose of about 77 µM; % is scaled to controls: 0 for no effect and ±100 for the full control effect
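Single end-point luminescence (ADP-Glo) quantified ADP from PI5P4Kalpha turnover; ATP 5 microM final, 1 h at RT, 0.1% CHAPS and 0.28 mM EGTA in HEPES pH 7.4.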
DRD3 antagonist: D3 dopamine receptor (human) antagonism. P35462. D3R cells, DiscoveRx beta-arrestin luminescence, antagonist mode; stronger effect = lower value. max response, negative = inhibition, %. 2.5% of 360,000 active. AID 652054; in the data active = max response below about -50%; inconclusive = no clear call, values can overlap the other calls; also: % is scaled to controls: 0 for no effect and ±100 for the full control effect; mostly tested at two doses, the higher about 12 µM
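Cells expressing the human receptor were seeded at 1500 cells/well, incubated overnight at 37 degrees C in 5% CO2, then exposed to library compounds with dopamine controls for 90 minutes at 37 degrees C before luminescent detection.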
GLP1R cytotox: cytotoxicity counter-screen for GLP-1 receptor inverse agonists; HEK293 cAMP-luciferase reporter cells, luminescence, 24 h; Potency, µM (highest dose often 38.3 µM), inactives show top-dose activity change, negative = inhibition, most hits filed as inhibitors; 0.13% of 410,000 active;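 also: loss of luciferase light is scored as toxicity; potency is read from the fitted curve at half-maximal effect; % is scaled to controls: 0 for no effect and ±100 for the full control effect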
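Compound-treated cells are incubated 24 hr at 37 deg C under 5% CO2 after a 12 hour attachment period, then luciferase detection reagent is added and luminescence is measured following 12 min at room temperature; lowered signal indicates toxicity.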
* hit, by the source's call; u = inconclusive; x = not tested or not shown; [ ] = remark or other dose. Unless noted, calls follow the shape of the dose curve; as a rule, active = well fitted curve in the direction sought with a large enough effect; inconclusive = small, poorly fitted or top-dose-only effect, or another doubt; inactive = no such curve, though single readings can be large; an effect the other way counts as inactive or inconclusive.

The first ten compounds, to show the layout:
cpd	compound	IL2 activator	GLP-1R agonist	WRN inhibitor	GLP1R inv ag	PLK1 PBD inh
1	CCOc1cc(CNc2ccc(S(N)(=O)=O)cc2)ccc1OCC(=O)NC(C)(C)C	-4.2	19%	-2%	24%	u
2	Cn1c(C(=O)c2ccccc2[N+](=O)[O-])nc2ccccc21	0.3	8%	1%	5%	-24%
3	COc1cccc(CC(NC(C)=O)C(=O)NC2CCN(C(=O)Nc3ccc(C)cc3)CC2)c1 (configuration not stated)	-1.2	6%	-10%	5%	-4%
4	Cc1ccc(-n2c(=O)[nH]cc(C(=O)Nc3ccc4c(c3)OCCO4)c2=O)cc1C	0.6	-3%	-12%	0%	-8%
5	Cc1nc(-c2ccc(S(=O)(=O)N3CCCN(CCc4ccccc4)CC3)s2)cs1	-2.5	6%	0%	u	3%
6	Cc1onc(-c2ccccc2)c1NC(=O)OC(C)c1cccnc1 (configuration not stated)	-1.0	13%	-3%	9%	-3%
7	O=[N+]([O-])c1ccccc1NC1CCN(Cc2ccccc2)CC1	4.8	6%	5%	u	0%
8	O=C(CCn1c(=S)[nH]c2cc3c(cc2c1=O)OCO3)NCCc1ccccc1Cl	-1.5	6%	-6%	10%	-11%
9	COc1cccc(C(=O)OC(C)C(=O)Nc2ccc3c(c2)OCO3)c1 (configuration not stated)	-0.7	3%	4%	-19%	-3%
10	Cc1ccsc1C=C1C(=O)c2ccccc2C1=O	0.0	-6%	-11%	3%	u

cpd	DRD3 agonist	PI5P4K alpha inh	DRD3 antagonist	GLP1R cytotox
1	1	8	7	6%
2	0	-3	15	4%
3	-6	-4	7	2%
4	-9	x	-11	3%
5	-12	0	-22	-9%
6	-4	0	-19	4%
7	-10	-2	u	-22%
8	3	6	-18	6%
9	-3	-15	1	-7%
10	-3	-10	-56*	-5%

Results, from the start:
cpd	compound	IL2 activator	GLP-1R agonist	WRN inhibitor	GLP1R inv ag	PLK1 PBD inh
1	CCOc1cc(CNc2ccc(S(N)(=O)=O)cc2)ccc1OCC(=O)NC(C)(C)C	-4.2	19%	-2%	24%	u
2	Cn1c(C(=O)c2ccccc2[N+](=O)[O-])nc2ccccc21	0.3	8%	1%	5%	-24%
3	COc1cccc(CC(NC(C)=O)C(=O)NC2CCN(C(=O)Nc3ccc(C)cc3)CC2)c1 (configuration not stated)	-1.2	6%	-10%	5%	-4%
4	Cc1ccc(-n2c(=O)[nH]cc(C(=O)Nc3ccc4c(c3)OCCO4)c2=O)cc1C	0.6	-3%	-12%	0%	-8%
5	Cc1nc(-c2ccc(S(=O)(=O)N3CCCN(CCc4ccccc4)CC3)s2)cs1	-2.5	6%	0%	u	3%
6	Cc1onc(-c2ccccc2)c1NC(=O)OC(C)c1cccnc1 (configuration not stated)	-1.0	13%	-3%	9%	-3%
7	O=[N+]([O-])c1ccccc1NC1CCN(Cc2ccccc2)CC1	4.8	6%	5%	u	0%
8	O=C(CCn1c(=S)[nH]c2cc3c(cc2c1=O)OCO3)NCCc1ccccc1Cl	-1.5	6%	-6%	10%	-11%
9	COc1cccc(C(=O)OC(C)C(=O)Nc2ccc3c(c2)OCO3)c1 (configuration not stated)	-0.7	3%	4%	-19%	-3%
10	Cc1ccsc1C=C1C(=O)c2ccccc2C1=O	0.0	-6%	-11%	3%	u
11	CCCc1nnc(NS(=O)(=O)c2ccc(C)cc2)o1	-1.7	-1%	-4%	7%	-7%
12	CS(=O)(=O)Nc1cccc(C2=NN(C(=O)CCCC(=O)O)C(c3cccs3)C2)c1 (configuration not stated)	-1.6	1%	2%	12%	-1%

cpd	DRD3 agonist	PI5P4K alpha inh	DRD3 antagonist	GLP1R cytotox
1	1	8	7	6%
2	0	-3	15	4%
3	-6	-4	7	2%
4	-9	x	-11	3%
5	-12	0	-22	-9%
6	-4	0	-19	4%
7	-10	-2	u	-22%
8	3	6	-18	6%
9	-3	-15	1	-7%
10	-3	-10	-56*	-5%
11	4	0	8	-25%
12	9	0	23	-5%

Continuation.
cpd	compound	IL2 activator	GLP-1R agonist	WRN inhibitor	GLP1R inv ag	PLK1 PBD inh
13	COC(=O)CCCC(=O)N1CCC(CCC(=O)NCc2ccc(F)cc2)CC1	-2.3	-6%	10%	15%	-14%
14	CC(C)(C)OC(=O)N[C@H](Cc1ccccc1)C(=O)N1CCC[C@@H]1C(=O)O	-0.4	0%	3%	17%	-11%
15	O=C1NC2C(NC(=O)N2C2CCCCC2)N1C1CCCCC1 (configuration not stated)	0.1	-2%	7%	3%	-3%
16	CCC(CC)c1nnc(NC(=O)c2cccc(S(=O)(=O)N3CCc4ccccc43)c2)s1	0.1	-2%	-17%	-9%	-21%
17	CCOC(=O)C1=CCN(S(=O)(=O)c2ccccc2C)C1c1cccc(F)c1 (configuration not stated)	-0.6	14%	-3%	u	4%
18	Cc1ccc(NC(=O)c2sccc2C)cc1S(=O)(=O)N(C)C	0.8	19%	-5%	11%	-9%
19	CC(C)OC(=O)CN1C(=O)C(C)(C)Oc2ccc(C(=O)NC3CC3)cc21	0.3	0%	12%	-5%	-2%
20	COc1ccc(/C=C/C(=O)OCC(=O)NC(C)CCc2ccccc2)cc1 (configuration not stated)	-1.0	0%	0%	-27%	-4%
21	CC(C)(C)n1nnnc1CN1CCN(C2CCCC2)CC1	0.1	-12%	-22%	17%	-5%
22	CCCn1c(SCC(=O)c2ccc3c(c2)NC(=O)CO3)nc2ccccc21	-0.8	6%	-3%	21%	9.5µM*
23	CC1CCCN(CCCOc2ccc(Cl)cc2Br)C1 (configuration not stated)	-0.2	-2%	5%	u	-8%
24	CCOc1cccc(SCc2noc(C(=O)NC(C)C)c2C(=O)O)c1	-0.3	-5%	-2%	u	-7%

cpd	DRD3 agonist	PI5P4K alpha inh	DRD3 antagonist	GLP1R cytotox
13	13	-1	9	-7%
14	-3	4	0	2%
15	0	0	14	-13%
16	18	x	18	4%
17	2	1	2	4%
18	2	1	-12	1%
19	-2	x	23	-18%
20	-10	-1	-11	-17%
21	3	-10	-3	-6%
22	5	-14	-5	-10%
23	-9	5	-68*	-8%
24	8	-1	21	2%

The list continues:
cpd	compound	IL2 activator	GLP-1R agonist	WRN inhibitor	GLP1R inv ag	PLK1 PBD inh
25	C=CC[C@@H](CC(=O)N[C@H](CO)Cc1ccccc1)C(=O)N[C@H](COC(=O)[C@H](CC=C)CC(=O)OC(C)(C)C)Cc1c[nH]c2ccccc12	-0.4	-2%	-5%	u	-9%
26	Nc1nc2n(n1)C(c1ccco1)CC(c1ccc(Cl)cc1)N2 (configuration not stated)	1.6	-4%	9%	6%	-28%
27	Cc1nn2c(C(F)(F)F)c3c(nc2c1-c1ccccc1)CCC3	0.0	-4%	-9%	17%	-15%
28	COCCCn1c(SCC(=O)OC2CCCCC2)nnc1-c1cccs1	1.1	1%	-9%	-8%	-3%
29	O=C(NC1CCCCC1)Oc1ccccc1	0.6	-3%	-24%	32%[activator]	-4%
30	O=C(NCN1C(=O)C2C3C=CC(C3)C2C1=O)Nc1cccnc1 (configuration not stated)	0.3	4%	9%	9%	-1%
31	Nc1ncnc(N2CCc3ccccc32)c1[N+](=O)[O-]	-0.6	-13%	6%	u	4%
32	Cc1ccc(S(=O)(=O)Nn2cnnc2)cc1	-0.4	2%	-2%	29%	1%
33	CCOC(=O)N1CCN(C(=O)CSc2ccc3nnc(-c4ccccn4)n3n2)CC1	0.3	0%	8%	-3%	-9%
34	CCC(C)(C)NC(=O)C(OC(=O)c1ccco1)c1ccc(OC)cc1 (configuration not stated)	-0.5	8%	2%	1%	-10%
35	O=[N+]([O-])c1cc(C(F)(F)F)ccc1N1CCN(S(=O)(=O)c2ccc3c(c2)CCCC3)CC1	-1.7	-11%	-3%	u	-4%
36	COc1ccc(C(=O)Nc2ccccc2C(=O)NCc2cccnc2)cc1	-0.9	5%	-24%	2%	-6%

cpd	DRD3 agonist	PI5P4K alpha inh	DRD3 antagonist	GLP1R cytotox
25	9	-3	0	-28%
26	1	-5	0	-7%
27	10	-5	4	5%
28	-6	x	-12	7%
29	6	4	6	0%
30	2	-1	-9	-16%
31	2	1	3	-1%[7.66 µM]
32	7	2	17	5%
33	3	3	3	3%
34	6	3	-7	8%
35	2	10	6	4%
36	7	7	-3	-26%

New compounds follow
cpd	compound	IL2 activator	GLP-1R agonist	WRN inhibitor	GLP1R inv ag	PLK1 PBD inh
37	COc1c2occc2c(OC)c2c(=O)cc(C(F)(F)C(F)(F)F)oc12	-2.2	-6%	-3%	32%[activator]	0%
38	COc1cc(C(=O)N/C(=C\c2cn(C)c3ccccc23)C(=O)N2CCN(C)CC2)cc(OC)c1OC	-3.2	1%	5%	17%	-14%
39	c1ccc(Cc2noc(CN3CCCC(CN4CCOCC4)C3)n2)cc1 (configuration not stated)	0.5	1%	12%	-7%[7.66 µM]	-3%
40	CCc1ccccc1NC(=O)c1ccc2c(c1)N(Cc1cccc(Cl)c1)C(=O)c1ccccc1S2(=O)=O	x	-6%	x	-20%	x
41	Cc1cc(=O)oc2cc(NC(=O)c3ccccc3Cl)ccc12	-1.0	22%	1%	-2%	-7%
42	COCC(=O)N1CCCC(C(=O)c2ccc(Oc3ccccc3)cc2)C1 (configuration not stated)	0.3	9%	13%	u	-6%
43	O=C(CC1NCCc2ccccc21)Nc1ccc(Oc2ccccc2)cc1 (configuration not stated)	-2.0	6%	-6%	u	-6%
44	C[C@H]1CC[C@@]2(O[C@H](CCO)C[C@H](O)[C@H]2O)O1	0.5	-1%	-4%	2%	-8%

cpd	DRD3 agonist	PI5P4K alpha inh	DRD3 antagonist	GLP1R cytotox
37	13	x	9	14%
38	-1	2	-11	1%
39	-4	3	-1	-5%[7.66 µM]
40	-1	x	x	1%
41	-7	-12	-17	0%
42	-5	-2	-13	0%
43	15	14	u	5%
44	25	14	16	0%

Random draw from the library (roughly 7.8% active in at least one column).
